miR122 inh = blocks miR-122 activity in Huh7 sensor cells | 340,000 tested, 0.3% active | Huh7 miR-122 Renilla luciferase sensor, 48 h; neutral wells = 0, positive control = 100 | activation (reporter increase), % at 12.5 µM;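 active means mean replicate activation score at least 90 and every replicate individually at or above 90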;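 further: higher luciferase means less miR-122 activity so hits act as miR-122 inhibitors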
E-sel inducer = induces E-selectin expression in human endothelial cells; P16581; HUVEC E-selectin immunofluorescence imaging; normalized: neutral wells 0, TNF-alpha wells 100; 260,000 tested, 0.37% active; AID 686992; activation, % at 7.58 µM;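 active means mean E-selectin-positive cell signal at least 10% of the positive control, reached in at least 60% of replicates, without over 20% cell loss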;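 further: in these data hits start at about 27%; measured in HUVEC primary endothelial cells; signal is the percent of cells scored E-selectin positive by PE staining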
Target sequence (P16581 whole entry, looked up): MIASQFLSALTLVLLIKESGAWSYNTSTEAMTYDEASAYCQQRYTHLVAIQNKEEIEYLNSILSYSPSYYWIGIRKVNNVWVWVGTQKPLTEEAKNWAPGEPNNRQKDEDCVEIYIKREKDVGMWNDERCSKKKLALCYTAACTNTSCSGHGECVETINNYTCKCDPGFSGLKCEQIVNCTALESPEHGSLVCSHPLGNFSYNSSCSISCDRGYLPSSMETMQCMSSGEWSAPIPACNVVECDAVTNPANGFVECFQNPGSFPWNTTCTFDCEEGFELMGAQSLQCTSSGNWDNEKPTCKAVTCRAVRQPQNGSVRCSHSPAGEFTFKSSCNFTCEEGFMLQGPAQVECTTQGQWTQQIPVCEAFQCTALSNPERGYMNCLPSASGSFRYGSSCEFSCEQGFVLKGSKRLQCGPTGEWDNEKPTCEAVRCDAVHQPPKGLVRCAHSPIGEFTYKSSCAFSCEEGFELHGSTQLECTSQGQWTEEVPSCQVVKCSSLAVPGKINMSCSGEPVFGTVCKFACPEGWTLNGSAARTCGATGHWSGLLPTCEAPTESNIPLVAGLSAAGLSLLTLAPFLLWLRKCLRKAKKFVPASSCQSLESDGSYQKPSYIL
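Assay system: HUVEC, human umbilical vein endothelial cells / Amount: 3,000 HUVEC/well / Controls: TNF-alpha positive control, DMSO neutral control / Compound dosing: single concentration / Medium: EGM-2 over gelatin coat / Evaluation: percent E-selectin-positive cells / Signal: immunofluorescence imaging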
Cneo AK release = Cryptococcus neoformans lysis via adenylate kinase release | C. neoformans lysis, adenylate kinase release luminescence, 4 h; normalised: neutral wells 0, clomiphene wells 100 | lysis activity, % at 15 µM | AID 651654 | 360,000 tested, 0.2% active;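 active means mean lysis activity across replicates of at least 80%, whatever share of replicates individually reach that level; inactive means mean lysis activity below 80%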
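Material: C. neoformans cells; Schedule: 4 h static compound exposure, 37 °C, read 1 h post-reagent; Measured by: adenylate kinase release luminescence; Read-out: signal increase indicating cell lysis; Controls: Clomiphene as positive lysis control.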
ERAP1 HTS inh = ERAP1 (human) enzyme inhibition. inhibition, % at 10.7 µM. 340,000 tested, 0.15% active. Q9NZ08. recombinant ERAP1, Leu-AMC fluorescence, 60 min. AID 652197;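 active means mean replicate inhibition of at least 30%, or all replicates individually reaching that 30% level; inactive means mean below 30% and not every replicate reaching it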;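 further: 0% = neutral control wells and 100% = L-leucinethiol positive control wells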
RAD52 anneal inh = inhibitors of human RAD52 DNA annealing | P43351 | recombinant RAD52 DNA annealing, FRET fluorescence | inhibition, % at 18.7 µM | 360,000 tested, 0.46% active;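 active means every replicate showing at least 50% inhibition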
Target sequence (P43351 whole entry, looked up): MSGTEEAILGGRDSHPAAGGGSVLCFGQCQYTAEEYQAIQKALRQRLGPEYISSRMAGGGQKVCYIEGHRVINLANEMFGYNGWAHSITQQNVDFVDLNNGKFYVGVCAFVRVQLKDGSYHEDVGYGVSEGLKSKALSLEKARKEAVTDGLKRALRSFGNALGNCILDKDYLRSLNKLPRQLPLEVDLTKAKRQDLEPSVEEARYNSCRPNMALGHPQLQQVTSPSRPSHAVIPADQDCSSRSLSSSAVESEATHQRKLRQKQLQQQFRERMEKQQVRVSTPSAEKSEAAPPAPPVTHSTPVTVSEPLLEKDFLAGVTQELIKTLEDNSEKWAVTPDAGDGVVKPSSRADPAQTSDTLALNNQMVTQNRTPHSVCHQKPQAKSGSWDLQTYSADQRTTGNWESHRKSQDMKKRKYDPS
PglD inh = PglD (C. jejuni) enzyme inhibition | purified PglD enzyme, DTNB colorimetric CoA detection | inhibition, % at 12.5 µM | 360,000 tested, 0.098% active | AID 602405; in the data active means inhibition above about 16%, passing the limit was not always enough; further: strong numbers were not always called active
PGC1a acetyl inh = PGC1a acetylation modulation, inhibitor mode. inhibition, % at 15.6 µM. AID 651687. 350,000 tested, 0.17% active. U2OS PGC1a acetylation, AlphaScreen anti-acetyl-lysine; with virally co-expressed GCN5 acetyltransferase;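 active means every replicate shows inhibition of at least 40%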;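 further: 0% = neutral control wells and 100% = positive control wells; some results beyond the cut were filed as inactive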
RAD54 branch = inhibitors of human RAD54 branch migration | Q92698 | RAD54 Holliday junction branch migration, FAM/BHQ fluorescence | inhibition, % at 10.4 µM | 360,000 tested, 0.14% active | AID 602329;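 active means mean normalized replicate activity at least 40 and at least half of replicates scoring 40 or more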;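 further: 0% = median of neutral control wells and 100% = median of positive control wells; inhibitors cause a drop in the FAM fluorescence signal; in these data hits start at about 50%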
Numbers without * were called inactive; nt = not tested or not shown; [ ] = another dose, or the depositor's remark.

Every second line gives: miR122 inh, E-sel inducer, Cneo AK release, ERAP1 HTS inh, RAD52 anneal inh, PglD inh, PGC1a acetyl inh, RAD54 branch
[1] CN(C)CCCNC(=O)C[C@H]1CC[C@@H]2[C@H](COc3ccc(NS(C)(=O)=O)cc3C(=O)N2C)O1
→ -2[16.7 µM], 0.0, 0, 0, -9, 3, 3, 4
[2] COc1ccc2c3c(n(C)c2c1)[C@H](CO)N(C(=O)Nc1ccc(F)cc1)CC31CN(CC2CCOCC2)C1
→ nt, 0.9, nt, -1, 21, nt, -18, nt
[3] CC(C)NC(=O)N(C)C[C@@H]1OCCCC[C@@H](C)Oc2ccc(NS(=O)(=O)c3ccc(F)cc3)cc2C(=O)N([C@@H](C)CO)C[C@@H]1C
→ -7[16.7 µM], 0.1, -1, 1, 15, -2, 3, 4
[4] CCCN1C=CC(=CC=C(C#N)C#N)C=C1
→ -4, nt, 0, 8, -343, -1, 35, -58
[5] CCOC(=O)c1c(C)[nH]c(C)c1S(=O)(=O)N(C)CC(=O)Nc1ccccc1F
→ 9, nt, -2, -1, -10, -2, 6, 0
[6] C[C@H]1CN([C@@H](C)CO)C(=O)Cc2cc(NC(=O)c3ccncc3)ccc2O[C@H]1CN(C)Cc1ccc(Oc2ccccc2)cc1
→ 3[16.7 µM], 6.8, -2, -2, -19, 2, -2, -6
[7] CCCCc1ccc(NC(=S)N2CCC(O)CC2)cc1
→ -5, nt, -1, -3, -14, -6, -20, 9
[8] CCCN1C[C@@H](C)[C@@H](OC)CN(C)C(=O)c2ccc(NC(=O)COC)cc2OC[C@H]1C
→ 1[16.7 µM], 0.1, 3, 1, 11, 4, nt, -7
[9] COC(=O)c1ccc(NC(=O)CSC2=NCCN2)cc1
→ 3, nt, -15, nt, nt, -2, -38, -4
[10] CC(C(=O)N1CCc2ccccc21)N1CCN(S(=O)(=O)c2cccs2)CC1 (stereo not given)
→ -3, 0.7, 0, -3, -3, 3, 0, 7
[11] CCCCOc1ccc(C(=O)NNC(=O)c2cnccn2)cc1OC
→ 0, 0.0, 0, -3, -2, 1, 4, 9
[12] c1ccc2c(-c3cc(NCc4ccncc4)n4nccc4n3)cccc2c1
→ 2, 0.3, 0, -2, -5, 2, nt, 0
[13] C[C@@H]1CN([C@H](C)CO)C(=O)c2cccc(NC(=O)Nc3cccc4ccccc34)c2O[C@@H]1CN(C)Cc1ccncc1
→ 0[16.7 µM], 0.5, 6, -2, -5, 3, 2, 0
[14] CN(C)C=Nc1ncc2c3ccccc3n(CCN(C)C)c2c1C#N
→ -10, nt, 3, nt, nt, -7, 30, 88*
[15] C/C=C/c1ccc([C@@H]2[C@H](CO)N3C(=O)CN(S(=O)(=O)c4ccccc4)C[C@@H]23)cc1
→ nt, 0.2, nt, 0, -17, nt, 3, nt
[16] CCc1cc2ccc(OC)cc2nc1SCC(=O)NNC(C)=O
→ -7, -0.4, 1, -1, 15, 7, 6, 0
[17] CO[C@H]1CN(C)C(=O)c2ccc(NC(C)=O)cc2OC[C@H](C)N(CC2CCCCC2)C[C@@H]1C
→ nt, -0.1, nt, 2, -5, nt, -6, nt
[18] COc1ccccc1-c1ccc2c(c1)O[C@@H](CN(C)C(=O)Nc1ccccc1)[C@@H](C)CN([C@H](C)CO)S2(=O)=O
→ 4[16.7 µM], 0.3, -2, -3, -24, -3, -11, -6
[19] CNC(=O)C(=O)NCC1OCCCN1S(=O)(=O)c1ccc2c(c1)OCCO2 (stereo not given)
→ -2, 0.1, 0, -3, -4, -3, nt, 5
[20] Cc1cc(C(=O)CSc2nnc(-c3ccco3)o2)c(C)n1Cc1ccco1
→ -9, nt, 0, 2, -32, 3, -18, 4
[21] C[C@H]1CN([C@@H](C)CO)C(=O)c2cc(C#CC3CCCC3)cnc2O[C@H]1CN(C)S(C)(=O)=O
→ nt, 0.1, -2, 2, -2, 7, 4, 5
[22] O=C(CCNS(=O)(=O)c1ccc(Br)cc1)N1CCCCCCC1
→ -5, 0.8, nt, -2, -8, nt, -14, nt
[23] Clc1ccccc1-c1nc(/C=N/N2CCOCC2)c2ccccn12
→ -1, 0.0, nt, -1, -15, nt, 12, nt
[24] CN(NS(=O)(=O)c1ccc([N+](=O)[O-])cc1)c1ccccc1
→ -1, 0.0, 0, -2, -6, 1, 2, -7
[25] C[C@H]1CN([C@@H](C)CO)C(=O)c2cccc(NC(=O)c3cnccn3)c2O[C@H]1CN(C)Cc1ccc(C(=O)O)cc1
→ -4[16.7 µM], -1.0, 2, -2, -9, -3, 3, -7
[26] Nc1nc(COC(=O)C2CC(=O)N(Cc3ccccc3)C2)nc(Nc2ccccc2)n1 (stereo not given)
→ -2, 0.2, 0, 3, -3, 3, 15, 5
[27] COc1ccc(CNC(=O)C2CCC(CNS(=O)(=O)c3cccc4cccnc34)CC2)cc1 (stereo not given)
→ 5, -0.2, 0, 0, -19, 0, -6, -7
[28] COCCNC(=O)c1cnn2c(C(F)(F)F)cc(-c3ccc4c(c3)OCO4)nc12
→ 0, nt, -1, nt, nt, -8, nt, -3
[29] COc1cc(OC)nc(NC(=O)CCl)n1
→ -11, nt, -2, nt, nt, -1, 4, -21
[30] O=C(O)CCc1cccnc1
→ nt, 0.6, 3, 1, -4, -6, nt, -4

New compounds follow:
Every second line gives: miR122 inh, E-sel inducer, Cneo AK release, ERAP1 HTS inh, RAD52 anneal inh, PglD inh, PGC1a acetyl inh, RAD54 branch
[31] CCOC(=O)C1CCN(S(=O)(=O)c2ccc(C)c(C(=O)NC3CCCCC3)c2)CC1
→ -9, -0.1, 1, 1, -19, -8, 4, -7
[32] CCc1nc(C)ccc1OCC(=O)NCCCN(C)C
→ -6, nt, 1, nt, nt, 7, -8, 10
[33] C[C@H]1CCCCO[C@H](CN(C)S(=O)(=O)c2cn(C)cn2)[C@@H](C)CN([C@@H](C)CO)C(=O)c2cc(NC(=O)c3ccccc3)ccc2O1
→ 2[16.7 µM], 1.1, 3, -10, 0, 2, 0, 1
[34] Cn1cc(C(=O)NCc2ccc(Cl)cc2)c(=O)c2cc(S(=O)(=O)N3CCOCC3)ccc21
→ -1, 0.0, 6, 1, -1, -2, -1, -7
[35] Cc1cnn(C(=S)NCc2ccco2)c1
→ -4, nt, 0, nt, nt, 2, 2, -5
[36] O=C(C[C@H]1CC[C@@H](NC(=O)CCN2CCCCC2)[C@H](CO)O1)Nc1ccccc1
→ nt, 0.1, nt, -1, -11, nt, 2, nt
[37] CCCCC(NC(=O)CCc1c(C)c2cc3c4c(oc3c(C)c2oc1=O)CCCC4)C(=O)O (stereo not given)
→ -3, 2.5, 3, 6, -16, 0, nt, -2
[38] O=C(Nc1cccn(Cc2c(Cl)cccc2Cl)c1=O)C1CC1
→ nt, -0.3, nt, -6, -14, nt, 10, nt
[39] O=C(NC(c1ccc(Cl)cc1)c1cnccn1)C1CCN(CCCc2ccccc2)CC1 (stereo not given)
→ -14, nt, -1, nt, nt, -3, nt, -8
[40] CC=Cc1ccc2n(c1=O)C[C@@H]1[C@@H](CO)[C@H](C(=O)NCC(F)(F)F)[C@H]2N1C(=O)CC (mixture of isomers)
→ -5[16.7 µM], -0.2, -1, -1, -3, 0, -2, -15
[41] c1coc(-c2nc3nc4ccccc4nc3n2-c2ccc3c(c2)OCCO3)c1
→ -3, nt, -3, nt, nt, -2, -1, 2
[42] C1CCC2(CC1)OCC1(CO2)COC2(CCCCC2)OC1
→ 2, nt, 1, nt, nt, -5, nt, -5
[43] CCc1cccc(N(C(=O)c2csnn2)C(C(=O)NC(C)(C)C)c2ccccn2)c1 (stereo not given)
→ nt, -0.2, nt, 2, -18, nt, 9, nt
[44] O=C(C1CCCCC1)N1C[C@@H]2[C@H](c3ccccc31)[C@@H](CO)N2Cc1ccccc1Cl
→ -10[16.7 µM], 2.3, 0, 0, 4, 3, -35, -8
[45] Cc1ccc(NC(=O)Nc2ccc3oc(C)nc3c2)cc1
→ -6, nt, -1, nt, nt, 0, -5, 0
[46] COC(=O)C1CCN(Cc2cc(=O)oc3cc(C)c(Cl)cc23)CC1
→ -3, 0.0, 0, 1, -10, -2, -8, -5
[47] C[C@H]1CN([C@@H](C)CO)S(=O)(=O)c2ccc(/C=C/c3ccccc3)cc2O[C@H]1CN(C)C(=O)c1cccnc1
→ 8[16.7 µM], -0.6, -2, 0, -1, 1, -3, 6
[48] CC(=O)N1CCN(C(=O)c2ccc3oc(CCCc4ccccc4)nc3c2)CC1
→ -1, -0.1, -2, -1, -11, 3, -6, -13
[49] Cc1ccc(C)c(OCc2cc(C(=O)N3CCOCC3)no2)c1
→ -1, nt, -2, -7, 3, -1, 11, 0
[50] Cc1occc1C(=O)Nc1nccs1
→ 3, nt, -1, nt, nt, 3, 12, -9
[51] Cc1ccc(C(=O)N/C(=C\c2cn(S(=O)(=O)N(C)C)c3ccccc23)C(=O)NCCCn2ccnc2)cc1
→ 35, nt, 2, -5, -16, -1, 7, 5
[52] O=C(Nc1nnc(-c2ccncc2)s1)C1CCCO1 (stereo not given)
→ -4, nt, 2, nt, nt, -3, nt, 0
[53] CCOC(=O)C1=C(C)OC(N)=C(C#N)C1c1cccs1 (stereo not given)
→ 0, nt, nt, 3, -42, nt, 29, nt
[54] COc1ccc(C#Cc2ccc([C@H]3[C@@H](CO)N4CCCCN(C)C[C@H]34)cc2)cc1
→ -18[16.7 µM], 0.5, -11, 1, 80*, 2, -25, 11
[55] CCN1[C@@H]2c3ccc(-c4ccccc4F)c(=O)n3C[C@H]1[C@H](CO)[C@H]2C(=O)N1CCCCC1
→ 5[16.7 µM], -0.2, 0, 0, -4, -3, nt, -12
[56] CC1CCCCC12NC(=O)N(CC(=O)NCc1cccs1)C2=O (stereo not given)
→ -1, -0.2, 0, -1, -71, -3, 3, 5
[57] COc1ccccc1OCc1nnc(SCC(=O)Nc2ccc(N3CCOCC3)cc2)n1C
→ -3, nt, nt, -2, -10, nt, 10, nt
[58] O=C(NN1C(=O)/C(=C/C=C/c2ccco2)SC1=S)c1ccncc1
→ -6, nt, -3, 4, -149, -10, -1, -8
[59] C[C@H](O)C#Cc1ccc([C@@H]2[C@H]3CN(C(=O)c4ccc(F)cc4)CCCCN3[C@H]2CO)cc1
→ -27[16.7 µM], -0.5, -3, 0, -8, -4, -4, 3
[60] CCOc1ccc(C(=O)Nc2cnn(Cc3ccc(Cl)c(Cl)c3)c2)cc1
→ 3, nt, -3, 0, -12, -4, -8, 9
[61] C=CCNC(=O)c1ccc(CNS(=O)(=O)c2ccc(NC(C)=O)cc2)cc1
→ -3, nt, -1, 2, -7, 0, nt, 0

Profiles, quoted from the list. Order of values: miR122 inh, E-sel inducer, Cneo AK release, ERAP1 HTS inh, RAD52 anneal inh, PglD inh, PGC1a acetyl inh, RAD54 branch
O=C(Nc1nnc(-c2ccncc2)s1)C1CCCO1 (stereo not given) is listed as -4, nt, 2, nt, nt, -3, nt, 0
C[C@H]1CCCCO[C@H](CN(C)S(=O)(=O)c2cn(C)cn2)[C@@H](C)CN([C@@H](C)CO)C(=O)c2cc(NC(=O)c3ccccc3)ccc2O1 is listed as 2[16.7 µM], 1.1, 3, -10, 0, 2, 0, 1
CCCCC(NC(=O)CCc1c(C)c2cc3c4c(oc3c(C)c2oc1=O)CCCC4)C(=O)O (stereo not given) is listed as -3, 2.5, 3, 6, -16, 0, nt, -2
